N370S GC mod – N370S glucocerebrosidase modulation, Gaucher chaperone candidate; P04062; N370S GC spleen homogenate, 4MU-glucoside fluorescence; Potency, µM (series often up to 59.4 µM), inactives show at the top dose activity change, negative = inhibition, actives largely listed as inhibitors; actives 0.092% (n = 330,000); AID 2101;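 also: 0% = full enzyme activity and -100% = no enzyme basal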
FEN1 inh – inhibitors of human flap endonuclease 1; P39748; Recombinant FEN1 flap cleavage, fluorescence, 15 min; Potency, µM (series often up to 114 µM), inactives show at the highest dose activity change, negative = inhibition, usual class: inhibitors; actives 0.35% (n = 390,000); AID 588795; also: nearly all actives have a fitted effect of over 65% in size
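Reaction started by adding substrate (50 nM final) to 10 nM enzyme after 15 min room-temperature compound preincubation. Reads at 0 and 15 min, with data normalized and fitted to a four-parameter Hill equation.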
KAT2A inh – GCN5L2 (KAT2A) acetyltransferase inhibition; Q92830; GCN5L2 HAT assay, ThioGlo1 CoA-SH fluorescence; Potency, µM (highest dose often 58.9 µM), for inactives: top-dose activity change, negative = inhibition, most hits filed as inhibitors; actives 0.21% (n = 390,000)
Target sequence (Q92830 whole entry, looked up): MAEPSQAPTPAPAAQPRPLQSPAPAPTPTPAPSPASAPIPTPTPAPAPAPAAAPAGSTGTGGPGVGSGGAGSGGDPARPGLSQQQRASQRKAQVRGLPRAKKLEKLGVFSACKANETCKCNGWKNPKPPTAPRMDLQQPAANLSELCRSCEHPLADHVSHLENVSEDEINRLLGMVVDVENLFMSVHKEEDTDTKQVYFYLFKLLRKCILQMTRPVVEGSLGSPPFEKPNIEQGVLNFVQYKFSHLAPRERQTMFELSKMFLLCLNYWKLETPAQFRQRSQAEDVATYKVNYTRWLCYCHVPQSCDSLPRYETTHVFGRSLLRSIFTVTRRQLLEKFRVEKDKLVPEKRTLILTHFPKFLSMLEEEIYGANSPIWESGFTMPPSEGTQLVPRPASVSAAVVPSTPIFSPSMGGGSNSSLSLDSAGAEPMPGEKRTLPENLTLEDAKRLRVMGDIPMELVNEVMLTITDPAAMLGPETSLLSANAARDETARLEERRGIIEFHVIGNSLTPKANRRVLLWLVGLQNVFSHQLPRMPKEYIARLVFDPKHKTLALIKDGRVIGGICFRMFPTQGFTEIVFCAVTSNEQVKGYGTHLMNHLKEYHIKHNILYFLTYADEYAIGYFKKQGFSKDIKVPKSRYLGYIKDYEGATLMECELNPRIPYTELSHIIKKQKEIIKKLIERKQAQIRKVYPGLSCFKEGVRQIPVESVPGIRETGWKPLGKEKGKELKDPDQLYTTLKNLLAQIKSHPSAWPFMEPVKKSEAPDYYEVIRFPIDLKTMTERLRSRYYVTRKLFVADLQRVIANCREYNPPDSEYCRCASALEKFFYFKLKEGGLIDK
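ThioGlo1-coupled HAT assay: 20nM GCN5L2, 70uM acetyl-CoA, 75uM H3(1-25) peptide, pH 7.5. Fluorescence read at 340/540nm at start and after 20 min at room temperature.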
An asterisk follows results filed as active; ? = inconclusive; · = no result given; & = joins results of further samples. Calls follow the shape of the dose curve; as a rule, active = well fitted curve in the direction sought with a large enough effect; inconclusive = small, poorly fitted or top-dose-only effect, or another doubt; inactive = no such curve, though single readings can be large; an effect the other way counts as inactive or inconclusive. Unless noted, % is scaled to controls: 0 for no effect and ±100 for the full control effect; potency is read from the fitted curve at half-maximal effect.

1. CCc1cccc(C)c1NC(=O)CN1C(=O)c2ccccc2S1(=O)=O
2. CCn1cc(CN2CCCC(CO)(Cc3cccc(Cl)c3)C2)cn1 (stereo not drawn)
3. COC(=O)CC/C(O)=C1\C(=O)CC(C)(C)CC1=NCCc1nc2ccccc2[nH]1
4. Cc1ccc(NC(=O)COc2ccccc2)c(NC(=O)c2ccco2)c1
5. COc1ccccc1CNC(=O)CN(c1ccccc1OC)S(C)(=O)=O
6. COc1ccc(CCC(=O)Nc2ccc(S(=O)(=O)Nc3nccc(C)n3)cc2)cc1
7. COc1cc(-c2noc(C)c2C(=O)NCC[C@@H]2CCCN2C)cc(OC)c1OC
8. CCNc1ncc2nc(-c3cn(C)c4ccccc34)c(=O)n(CCC#N)c2n1
screen / no.	1	2	3	4	5	6	7	8
N370S GC mod	6.5%	21.1%	2.3%	-5.8%	·	-16.6%	·	8.8%
FEN1 inh	15.9%	-1.5%	10.9%	-15.3%	3.9%	-0.8%	-2.2%	·
KAT2A inh	-9.3%	0.6%	-8.5%	-3.6%	-2.8%	-0.3%	-3.1%	-7.8%

9. Cc1ccc(-c2n[nH]c(=S)n2-c2ccccc2)cc1
10. COc1cccc(C2c3[nH]c4ccccc4c3CCN2CCCn2cccn2)c1 (stereo not drawn)
11. Cc1ccc(CN(Cc2ccco2)C(=O)c2oc3c(C)c(C)ccc3c2C)cc1
12. CCOC(=O)c1nnc2c(-c3ccc(Cl)cc3)c(C)nn2c1N
13. N=C1S/C(=C\c2ccccc2)C(=O)N1c1ccc(F)cc1
14. O=C(CN1CCN(c2ncccn2)CC1)Nc1ccccc1C(F)(F)F
15. Cc1ccc(N(C)C(=O)Cn2ncc3c([nH]c4ccccc43)c2=O)cc1C
16. Cc1cc(C)n(CC(O)Cn2c3ccccc3c3ccccc32)c(=O)n1 (stereo not drawn)
screen / no.	9	10	11	12	13	14	15	16
N370S GC mod	4.7%	-2.7%	·	·	7.7%	5.7%	·	-17.8%
FEN1 inh	0.7%&1.8%	?	-23.1%	-4.4%	-2.4%	-2.4%	-8.5%	-17.0%
KAT2A inh	-0.3%	-8.4%	-18.0%	-3.7%	-3.6%	11.9%	-10.1%	-3.8%

The last two records of the part above open the next one.
15. Cc1ccc(N(C)C(=O)Cn2ncc3c([nH]c4ccccc43)c2=O)cc1C
16. Cc1cc(C)n(CC(O)Cn2c3ccccc3c3ccccc32)c(=O)n1 (stereo not drawn)
17. CCOC(=O)c1sc(NC(=S)NC(=O)CC(C)C)cc1C
18. COc1ccc(NC(=O)N2CCCCC2)cc1
19. CC1=C(C(=O)Nc2ccccc2C(=O)N2CCCCC2)SCCO1
20. CCOc1cc(-c2nnc(NC(=O)c3ccco3)o2)cc(OCC)c1OCC
21. CCOC(=O)CCC(=O)OCC(=O)NC(C)C1CC2CCC1C2 (stereo not drawn)
22. Cc1cccc(CN2CCCC(C(=O)Nc3ccc(-c4cscn4)cc3)C2)c1 (stereo not drawn)
23. Cc1ccc(CNC(=O)c2ccc(-c3nc(CS(=O)(=O)c4ccc(C)cc4)c(C)o3)cc2)cc1
24. COc1ccc2c(CC(=O)NCc3ccc4c(c3)OCO4)coc2c1
screen / no.	15	16	17	18	19	20	21	22	23	24
N370S GC mod	·	-17.8%	?	5.4%	?	-4.2%	?	-14.5%	·	2.6%
FEN1 inh	-8.5%	-17.0%	-23.7%	5.5%	-4.9%	-1.2%	3.6%	-16.7%	-2.8%	1.5%
KAT2A inh	-10.1%	-3.8%	-12.4%	-15.4%	-19.0%	3.0%	6.2%	-2.0%	-0.7%	-8.5%

25. CSC1=NC2(CCN(C(=O)NC3CCCCC3)CC2)N=C1c1ccc(C(C)(C)C)cc1
26. CCOc1ccc(CC(=O)Nc2nccs2)cc1OCC
27. CC(=O)Cc1cc2cc([N+](=O)[O-])ccc2oc1=O
28. C=Cc1ccc(Cn2c(=O)cc(C)c3c(C)nn(C)c32)cc1
29. COc1ccccc1-c1cc(C(=O)Nc2ccc(F)cc2F)no1
30. Cc1c(Cl)cccc1NC(=O)CCN1C(=O)c2ccccc2Sc2ncccc21
31. COc1ccc(CNC(=O)C(NS(=O)(=O)c2ccc3c(c2)CCCN3C(C)=O)C(C)C)cc1 (stereo not drawn)
32. CC(=O)Nc1ccccc1-c1nc2ccccc2n(C(C)C(=O)Nc2cc(Cl)ccc2C)c1=O (stereo not drawn)
screen / no.	25	26	27	28	29	30	31	32
N370S GC mod	·	-2.7%	-2.6%	·	-10.1%	·	3.4%	·
FEN1 inh	11.9%	-5.5%	-2.9%	-8.7%	10.9%	-4.5%	-8.1%	-3.6%
KAT2A inh	12.2%	-8.1%	-6.4%	10.6%	-3.3%	-0.8%	0.0%	-3.7%

33. COc1cccc(CNn2cnnc2)c1O
34. N#CC(C#N)=c1ccc2c(c1)N1C3=C(CCCC3)CC3CCCCC31N=2 (stereo not drawn)
35. CC(NC(=O)C1CCN(S(=O)(=O)c2ccccc2)CC1)c1ccccc1 (stereo not drawn)
36. COc1ccc(-c2nc(N)n(C(=O)Cc3ccccc3)n2)cc1
37. O=C(Cn1cnc2ccccc2c1=O)c1cccs1
38. Cc1ccccc1/C=C/C12NC(=O)CN1c1ccccc1C2(C)C (stereo not drawn)
39. CCc1ccc(-c2cn3nc(-c4ccccc4)cnc3n2)cc1
40. CN(C)C(=O)Nc1ccccc1
screen / no.	33	34	35	36	37	38	39	40
N370S GC mod	0.1%	8.1%	3.9%	-10.6%	2.2%	-2.4%	-24.6%	-7.8%&6.6%
FEN1 inh	3.0%	4.1%	-9.4%&-0.6%	-4.8%	1.4%	7.0%	11.9%	5.2%
KAT2A inh	-5.8%	-3.3%	-2.8%&3.1%	-1.0%	0.0%	-6.9%	0.8%	10.1%&-5.7%

41. Cc1oc(-c2ccc(Cl)cc2)nc1CS(=O)CC(=O)NCCCN1CCOCC1 (stereo not drawn)
42. COc1ccc(-c2c(C)c3ccc(O)c(CN4CCOCC4)c3oc2=O)cc1
43. Fc1ccccc1N1CCN(c2nc3ccccc3c3nc(-c4ccccc4)nn23)CC1
44. CCC(=C(c1ccc(OC)cc1)c1ccc(OC)cc1)c1cn(CC(O)CN(CCO)CCO)c2ccccc12 (stereo not drawn)
45. CC1(NC(=O)Cc2c(Cl)cccc2Cl)CCS(=O)(=O)C1 (stereo not drawn)
46. COc1cccc(CC(=O)Nc2cc(S(=O)(=O)N3CCOCC3)ccc2OC)c1
47. Cc1cc2nc(/C=C/c3nc4cc(C)c(C)cc4[nH]3)[nH]c2cc1C
48. CCCCN(C)CCC(=O)Nc1ccc(F)c(F)c1
screen / no.	41	42	43	44	45	46	47	48
N370S GC mod	-1.1%	·	·	?	·	2.5%	-8.6%	1.2%
FEN1 inh	-4.3%	12.6%	-2.9%	-0.8%	20.4%	-4.6%	13.2%	-5.0%
KAT2A inh	0.8%	?	1.8%	-7.7%	-1.9%	0.1%	-1.4%	-1.5%

49. COc1ccc(Cl)c2c1[nH]c1nc(SCc3cccnc3)nnc12
50. O=C(CSc1cccs1)Nc1cccc2ccccc12
51. CC(=O)c1sc2c(c1N)c(=O)[nH]c(=O)n2-c1ccccc1
52. O=C(Cc1ccc(Cl)cc1)NNS(=O)(=O)c1ccc([N+](=O)[O-])cc1
53. CN1CCN(CC(=O)Nc2ccccc2Sc2ccccc2)CC1
54. O=C(OCN1C(=O)c2ccccc2C1=O)/C(=C\c1ccco1)NC(=O)c1ccccc1
55. COCCNC(=O)c1onc(CSc2ccc(C)c(C)c2)c1C(=O)O
56. Cc1ccccc1Cn1ccc(-c2ccc(Cl)cc2)c(C#N)c1=O
screen / no.	49	50	51	52	53	54	55	56
N370S GC mod	1.1%	5.9%	-0.4%	25.2%	?	9.8%	-1.0%	-5.5%
FEN1 inh	-0.8%	3.5%	0.4%	28.5%	-5.8%	-9.3%	1.6%	3.7%
KAT2A inh	-2.8%	1.1%	-1.3%	2.1%	-11.5%	-12.5%	-12.8%	-4.1%

Reformatted as tab-separated lines: entries from further up.
item	SMILES	N370S GC mod	FEN1 inh	KAT2A inh
45	CC1(NC(=O)Cc2c(Cl)cccc2Cl)CCS(=O)(=O)C1 (stereo not drawn)	·	20.4%	-1.9%
46	COc1cccc(CC(=O)Nc2cc(S(=O)(=O)N3CCOCC3)ccc2OC)c1	2.5%	-4.6%	0.1%
47	Cc1cc2nc(/C=C/c3nc4cc(C)c(C)cc4[nH]3)[nH]c2cc1C	-8.6%	13.2%	-1.4%
48	CCCCN(C)CCC(=O)Nc1ccc(F)c(F)c1	1.2%	-5.0%	-1.5%
49	COc1ccc(Cl)c2c1[nH]c1nc(SCc3cccnc3)nnc12	1.1%	-0.8%	-2.8%
50	O=C(CSc1cccs1)Nc1cccc2ccccc12	5.9%	3.5%	1.1%
51	CC(=O)c1sc2c(c1N)c(=O)[nH]c(=O)n2-c1ccccc1	-0.4%	0.4%	-1.3%
52	O=C(Cc1ccc(Cl)cc1)NNS(=O)(=O)c1ccc([N+](=O)[O-])cc1	25.2%	28.5%	2.1%
53	CN1CCN(CC(=O)Nc2ccccc2Sc2ccccc2)CC1	?	-5.8%	-11.5%
54	O=C(OCN1C(=O)c2ccccc2C1=O)/C(=C\c1ccco1)NC(=O)c1ccccc1	9.8%	-9.3%	-12.5%
55	COCCNC(=O)c1onc(CSc2ccc(C)c(C)c2)c1C(=O)O	-1.0%	1.6%	-12.8%
56	Cc1ccccc1Cn1ccc(-c2ccc(Cl)cc2)c(C#N)c1=O	-5.5%	3.7%	-4.1%

Continued.
57. COc1ccc(C(=O)NC(=S)NCCO)cc1Br
58. Cn1c(=O)c2c(SCC(=O)N3CCCCC3)nc(-c3ccccc3F)nc2n(C)c1=O
59. Cc1ccc(Nc2c(-c3ccc(N4CCOCC4)cc3)nc3ncccn23)c(C)c1
60. Cc1cc(-c2n[nH]c(=S)n2Cc2ccco2)n(C)n1
61. O=C1N=C(N2CCc3ccccc3C2)S/C1=C\c1cccc(O)c1
62. CCN1CCN(c2ccc(S(=O)(=O)N3CCCCC3)cc2NC(=O)c2ccc([N+](=O)[O-])s2)CC1
63. COc1ccc(C(=O)NCC(=O)OCC(=O)N2CC(C)CC(C)C2)cc1 (stereo not drawn)
64. Cc1ccc(/C=N/NC(=O)CSc2nc3ccccc3n2Cc2ccc(Cl)cc2)o1
screen / no.	57	58	59	60	61	62	63	64
N370S GC mod	-7.2%	-8.0%	-24.2%	9.3%	4.5%	-17.2%	7.9%	-7.8%
FEN1 inh	-3.8%	-0.6%	-10.5%&2.0%	0.7%	0.7%	-1.4%	-6.7%	-7.1%
KAT2A inh	16.4%	-2.1%	-5.6%&-5.7%	1.5%	7.6%	-1.2%	-13.7%	-5.8%

65. COCC(=O)Nc1c(C(=O)Nc2ccc(C)cc2)oc2ccccc12
66. O=C(COC(=O)/C=C/c1ccco1)NCc1ccc(Cl)cc1
67. Cc1cc(C)c2c(N)c(C(=O)c3ccc(Br)cc3)oc2n1
68. COCC(C)n1c(C)cc(C(=O)Cn2nc(C(=O)O)c3ccccc3c2=O)c1C (stereo not drawn)
69. O=C(CSc1nc2ccc(NC(=O)CSc3nnnn3Cc3ccccc3)cc2s1)Nc1ccccc1
70. COc1ccc(O)c(/C=N/N=C2/C(=O)Nc3ccccc32)c1
71. O=C(Nc1nc2c(s1)CCCC2)c1ccc(Br)s1
72. COc1ccc(OC)c(-c2cc(C(=O)Nc3c(C)nn(Cc4ccccc4)c3C)no2)c1
screen / no.	65	66	67	68	69	70	71	72
N370S GC mod	·	·	?	-22.5%	1.2%	-8.1%	?	3.8%
FEN1 inh	-9.0%	2.5%	-2.3%	-0.6%	-1.8%	-12.5%	-14.3%	-8.4%
KAT2A inh	4.1%	-4.3%	-12.8%	-2.0%	-5.8%	3.5%	-5.3%	-5.8%

73. COc1ccc(C(O)c2nc3ccccc3n2C)cc1OC (stereo not drawn)
74. COc1cccc(-c2nn(C)c3sc(C(=O)NCc4ccco4)cc23)c1
75. O=C(Nc1cccc(C(F)(F)F)c1)c1cc2nc(-c3ccco3)cc(C(F)(F)Cl)n2n1
76. O=C(C1CC1)N1CCc2cc(Br)cc(S(=O)(=O)N3CCN(c4cccc(Cl)c4)CC3)c21
77. Cc1cc2nc(-c3cccc(NC(=O)CSc4ccc(Cl)cc4)c3)oc2cc1C
78. O=c1c[n+]([O-])c2ccccc2n1OCc1c(F)cccc1F
screen / no.	73	74	75	76	77	78
N370S GC mod	-11.0%	10.0%	·	·	·	-2.2%
FEN1 inh	0.8%	-20.5%	17.0%	-4.4%	10.6%	6.2%
KAT2A inh	0.1%	-5.9%	-10.7%	3.0%	0.3%	3.9%
